IMPase cell inh: membrane-permeable compound that blocks inositol monophosphatase | P97697 | CHO-M1 cells, IP1 accumulation, HTRF TR-FRET ratio | inhibition (IP1 accumulation), % at 46.1 µM | 120,000 tested, under 10 active; active = well fitted curve in the direction sought with a large enough effect in the signal ratio, not every such curve was filed as active; inconclusive = small, poorly fitted or top-dose-only effect, or a change in a side signal; inactive = no such curve, though single readings can be large or run the other way; the % refers to the signal ratio;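 note: cells stimulated with carbachol in lithium chloride buffer; plate controls were DMSO basal wells for no effect and reference inhibitor wells for full effect; higher means more IMPase inhibition seen as more IP1 and lower FRET ratio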
Target sequence (P97697 whole entry, looked up): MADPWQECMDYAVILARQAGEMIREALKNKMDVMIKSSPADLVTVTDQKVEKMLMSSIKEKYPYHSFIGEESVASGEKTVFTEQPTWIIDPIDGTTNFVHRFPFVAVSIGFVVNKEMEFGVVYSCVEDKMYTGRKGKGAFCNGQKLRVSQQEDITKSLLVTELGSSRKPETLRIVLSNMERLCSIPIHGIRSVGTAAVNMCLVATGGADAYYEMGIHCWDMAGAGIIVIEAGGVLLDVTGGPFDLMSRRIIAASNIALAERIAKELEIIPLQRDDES
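Cellular IMPase inhibition is scored as a rise in cytosolic IP1, detected by competitive TR-FRET between d2-labelled IP1 and a europium anti-IP1 antibody. M1-expressing CHO cells were stimulated with carbachol for 30 min at 37C, with lithium (50 mM LiCl) present in the buffer.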
PNC inhibitor: blocks assembly of the perinucleolar compartment; PC3M PTB-GFP, PNC prevalence imaging, 16 h; stronger effect = lower value; activity change (PNC), negative = inhibition, % at 10 µM; actives 3.1% (n = 140,000); AID 2417;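 active = readout at or below -70, meaning at least 70% loss of cells showing the perinucleolar compartment, a nuclear body marking cancer cells; inconclusive = readout between -30 and a set limit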;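 note: plate controls were DMSO wells for no effect and camptothecin positive control wells for full effect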
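Read-out is percentage of cells bearing a perinucleolar compartment, from automated 20x imaging of fixed, Hoechst-stained PC3M PTB-GFP cells. Cells were seeded 4 h, then exposed 16 h to compound (23 nl of library stock) in duplicate plates.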
ALOX12 inhib: inhibitors of human 12-lipoxygenase (ALOX12); purified 12-hLO, xylenol orange hydroperoxide absorbance; Potency, µM (top dose mostly 57.1 µM), for the others: top-dose activity change, negative = inhibition, hits mostly inhibitors; P18054; actives 0.12% (n = 150,000); note: potency is the fitted concentration of half-maximal effect; nearly all actives have a fitted effect of over 55% in size; many of its hits are not listed in these tables
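Purified human 12hLO (150 nM), preincubated 15 min with compound, then 40 uM arachidonic acid for 30 min, room temperature, Hepes pH 7.0 with 0.01% Triton X-100. Hydroperoxide detected by ferrous iron/xylenol orange; 573/405 nm absorbance ratio gives reaction progress.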
ALOX15B inhib: 15-hLO-2 (ALOX15B) enzyme inhibition; O15296; purified 15hLO-2, xylenol orange hydroperoxide absorbance; Potency, µM (highest dose often 57.1 µM), without a hit: at the highest dose activity change, negative = inhibition, usual class: inhibitors; actives 0.56% (n = 110,000); note: potency is the fitted concentration of half-maximal effect; nearly all actives have a fitted effect of over 60% in size; many of its hits are not listed in these tables
Target sequence (O15296 whole entry, looked up): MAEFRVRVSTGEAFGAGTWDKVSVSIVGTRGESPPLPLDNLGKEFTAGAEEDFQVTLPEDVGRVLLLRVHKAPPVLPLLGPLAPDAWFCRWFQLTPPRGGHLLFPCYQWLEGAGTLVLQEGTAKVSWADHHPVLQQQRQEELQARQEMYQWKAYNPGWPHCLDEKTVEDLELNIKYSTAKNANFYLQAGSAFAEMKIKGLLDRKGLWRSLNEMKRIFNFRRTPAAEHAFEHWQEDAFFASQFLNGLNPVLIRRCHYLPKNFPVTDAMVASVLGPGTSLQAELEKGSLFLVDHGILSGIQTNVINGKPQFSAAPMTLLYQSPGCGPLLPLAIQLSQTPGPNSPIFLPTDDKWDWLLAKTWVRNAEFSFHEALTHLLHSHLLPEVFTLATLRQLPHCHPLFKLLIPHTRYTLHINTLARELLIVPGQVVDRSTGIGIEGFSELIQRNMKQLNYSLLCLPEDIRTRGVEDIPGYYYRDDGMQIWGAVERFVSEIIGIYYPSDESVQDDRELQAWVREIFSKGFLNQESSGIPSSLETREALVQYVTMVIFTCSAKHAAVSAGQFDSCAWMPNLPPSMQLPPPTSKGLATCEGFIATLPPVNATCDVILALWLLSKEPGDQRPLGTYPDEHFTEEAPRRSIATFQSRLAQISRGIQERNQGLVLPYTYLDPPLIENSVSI
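Enzyme 50 nM, AA 45 uM, 25 mM Hepes pH 7.5 + 0.01% Triton X-100; cpd preinc 15 min RT, rxn 90 min RT; stop/detect with 200 uM XO + 300 uM Fe(II) in 50 mM H2SO4, 30 min; A573/A405.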
An asterisk follows results filed as active; ? = inconclusive; · = not tested or not shown; & = joins results of further samples; [ ] = dose if it differs, or a comment. Unless noted, calls come from the whole dose curve; as a rule, active = well fitted curve in the direction sought with a large enough effect; inconclusive = small, poorly fitted or top-dose-only effect, or another doubt; inactive = no such curve, though single readings can be large; an effect the other way counts as inactive or inconclusive. Unless noted, % is set by controls: 0 for no effect and ±100 for the full control effect.

SMILES	IMPase cell inh	PNC inhibitor	ALOX12 inhib	ALOX15B inhib
CC(C)Cn1cnc2c(=O)oc3ccccc3c21	0	35	5%	-4%
CC(C)N=C1SCC(C)(/C=N/O)S1 (stereo not given)	3	22	-4%	0%
O=C(CSc1nnc(-c2ccc(S(=O)(=O)N3CCCC3)cc2)o1)NCc1ccccc1	-5	-22	17%	·
Cc1sc2nc(CN3CCOCC3)nc(N3CCOCC3)c2c1C	-4	33	-8%	-9%
CC1CCC(NC(=O)CN2C(=O)C3CCCN3c3ncc(Cl)cc32)CC1 (stereo not given)	8	-19	-14%	-22%
O=c1[nH]c(SCc2n[nH]c(=S)n2-c2ccccc2)nc2ccccc12	5	-9	-6%	-6%
CCCCS(=O)CC(CS(=O)CCCC)OC(=O)c1ccccc1 (stereo not given)	-3	-19	-1%	-4%
Cc1c(C(=O)O)oc2c1C(O)CC(C)(C)C2 (stereo not given)	-29[1.84 µM]	?	4%&4%	14%
CC1CN(S(=O)(=O)c2cn(C)c(=O)n(C)c2=O)CC(C)O1 (stereo not given)	-1	3	-2%	-1%
CCCCOC(=O)Cn1c2ccc(OC)cc2c2nc3ccccc3nc21	-4	-28	1%	-7%
O=C1c2[nH]nc(-c3ccccc3O)c2C(c2cccc(Cl)c2)N1Cc1ccco1 (stereo not given)	10	20	-17%	-14%
Cc1ccc2c(c1)-c1c(cnn1CC(=O)N(CCC#N)c1ccccc1)CO2	10	47	-7%	9%
CCN(CC)/C(=N/S(=O)(=O)c1ccc(C)cc1)c1ccccc1	2	6	-2%	7%
O=C(c1ccccc1Cl)N1CCCC(c2nc3c(nnn3Cc3ccccc3)c(=O)[nH]2)C1 (stereo not given)	9	15	-7%	-10%
CCCN(CCC)C(=O)c1ccc2c(c1)N(Cc1ccccc1)C(=O)CS2=O (stereo not given)	7	9	-5%	·
O=C(Nc1ccc(Cl)cn1)C1CCCN1S(=O)(=O)c1cccc2ccccc12 (stereo not given)	5	?	-2%	7%
COc1ccc(C(N)CCc2ccc(C)o2)cc1 (stereo not given)	14	-15	-13%	16%
COc1cc(NC(=S)Nc2cccc(Cl)c2Cl)c(OC)cc1Cl	-8	-6	-15%	-16%
COc1cc(OC)cc(C(=O)NC(=S)Nc2ccc(N3CCCC3)cc2)c1	·	?	-23%	·
CCCCN(c1ccccc1)S(=O)(=O)c1ccc2c(c1)CCN2C(=O)CCC(=O)O	7	-83*	-2%	0%

Filtered by structure: the compounds so far with a carbonyl joined to an NH by a bond outside any ring
SMILES	IMPase cell inh	PNC inhibitor	ALOX12 inhib	ALOX15B inhib
O=C(CSc1nnc(-c2ccc(S(=O)(=O)N3CCCC3)cc2)o1)NCc1ccccc1	-5	-22	17%	·
CC1CCC(NC(=O)CN2C(=O)C3CCCN3c3ncc(Cl)cc32)CC1 (stereo not given)	8	-19	-14%	-22%
O=C(Nc1ccc(Cl)cn1)C1CCCN1S(=O)(=O)c1cccc2ccccc12 (stereo not given)	5	?	-2%	7%
COc1cc(OC)cc(C(=O)NC(=S)Nc2ccc(N3CCCC3)cc2)c1	·	?	-23%	·

The listing continues.
SMILES	IMPase cell inh	PNC inhibitor	ALOX12 inhib	ALOX15B inhib
Cc1nc2ccccn2c1C(=O)N=Nc1c(O)n(CCC(C)C)c2ccccc12	5	?	-5%	·
CCn1c(C)cc2c(c1=O)C(c1ccc3c(c1)OCO3)C(C#N)=C(N)O2 (stereo not given)	10	34	3%	·
COc1cccc(/C=C/C(=O)O)c1C(C)C	·	·	0%	1%
O=C(NCC1CCCO1)c1cc2ccccc2[nH]1 (stereo not given)	2	-123*	-5%	-6%
NS(=O)(=O)c1cccc2c1c([N+](=O)[O-])cc1[nH]c(=O)c(=O)[nH]c12	21	·	-9%	-2%
O=[N+]([O-])c1ccc(N2CCN(S(=O)(=O)c3ccc4ccccc4c3)CC2)cc1NCc1ccco1	-1	4	0%	-7%
CS(=O)(=O)N1CCC2(CC1)CN(Cc1ccc(C#N)cc1)C2	·	·	3%	4%
Cn1c(=O)c2cc(S(=O)(=O)NCCC(=O)NC3CCCCCC3)ccc2n(C)c1=O	-4	-10	-2%	-9%
Brc1ccc(-c2cnnc(N3CCCC3)n2)cc1	-6	31	-11%	-17%
COc1ccc(N2C(=O)[C@@H]3[C@H](C2=O)[C@H](C(=O)c2ccc(OC(C)=O)cc2)N2N=CC=C[C@@H]32)cc1	·	12	-4%	·
COc1cc(/C=N/NC(=O)CCC(=O)NCc2ccccc2)cc(OC)c1OC	·	12	4%	·
COc1ccc(S(=O)(=O)N2CCCCC2C(=O)O)cc1 (stereo not given)	2	182	9%	·
Cn1c(N)c(C(=O)COC(=O)Cn2cc(C(F)(F)F)ccc2=O)c(=O)n(C)c1=O	-4	?	0%	3%
Cc1c(NC(C)c2ccccc2O)c(=O)n(-c2ccccc2)n1C (stereo not given)	-7	7	0%	4%
CN1CCN(CC(C)(C)NS(=O)(=O)c2ccc(Cl)cc2)CC1	5	?	1%	-2%
CC(C)CCn1c(SCC(N)=O)nc2c1c(=O)n(C)c(=O)n2C	7	-7	-1%	3%
O=C(CCC(=O)Nc1ccccc1)N/N=C/c1ccncc1	?	-9	-9%	?
Cc1ccc(NC(=O)C2CC(=O)N(c3ccc4c5c(cccc35)CC4)C2)cc1 (stereo not given)	1	63	-2%	-1%
CC1(C)Cc2nc3n[nH]c(N)c3cc2CO1	-2	?	-1%	-1%
CC(OC(=O)c1cccs1)C(=O)NCC1CCCO1 (stereo not given)	-2	-14	4%	2%

2 successive entries out of the list so far, for reference:
SMILES	IMPase cell inh	PNC inhibitor	ALOX12 inhib	ALOX15B inhib
Cc1nc2ccccn2c1C(=O)N=Nc1c(O)n(CCC(C)C)c2ccccc12	5	?	-5%	·
CCn1c(C)cc2c(c1=O)C(c1ccc3c(c1)OCO3)C(C#N)=C(N)O2 (stereo not given)	10	34	3%	·

Next part.
SMILES	IMPase cell inh	PNC inhibitor	ALOX12 inhib	ALOX15B inhib
CCc1ccc(C(=O)NC(CC(C)C)C(=O)O)cc1 (stereo not given)	-5	-19	7%	1%
O=C1CN(CC(=O)Nc2ccc(Cl)cc2)CCN1	-3	13	-1%	-4%
COC(=O)c1ccc(CSc2nnc3ccccn23)o1	-2	13	-5%	6%
Cc1ccc(NC(=O)/C(=C/c2cccs2)NC(=O)c2ccco2)c(C)c1	1	-22	0%	·
O=C(Oc1ccccc1)c1ccc(COC(=O)c2cnccn2)cc1	-5	?	-2%	5%
c1ccc2sc(SCCSc3nc4ccccc4s3)nc2c1	·	·	0%[11.4 µM]	-4%[11.4 µM]
COc1ccc(C2OC(=O)CC2C(=O)NC2CCCC(C)C2C)cc1OC (stereo not given)	-2	12	5%	-2%
CCOc1ccccc1N1C(=O)c2ccc(C(=O)Nc3cccnc3)cc2C1=O	1	0	3%	-2%
COc1ccc(N(C)C(=O)CCC(=O)Nc2ccc3nc(N4CCOCC4)cc(C)c3c2)c(OC)c1	-1	?	0%	3%
O=C(/C=C/c1ccc(Cl)cc1)NC(=S)Nc1ccc(CN2CCOCC2)cc1	·	-25	4%	·
CCn1c(C)c2c(C)nnc(C)c2c1C	7	?	-3%	15%
CC(=O)c1c(C)[nH]c(C(=O)OC2CCOC2=O)c1C (stereo not given)	23	?	2%	-5%
CCOC(=O)c1cccc(NC(=O)CSc2nnc(-c3ccncc3)n2CCCOC)c1	5	34	-1%	9%
Cc1ccc(S(=O)(=O)NC(=NCC(=O)O)c2ccccc2)cc1	5	16	0%	3%
O=C(O)CCN(CCC(=O)O)c1nnc(SCc2ccccc2)s1	1	3	1%	5%
COC(=O)/C(=C1/Oc2cc3c(cc2S1)OCO3)C(F)(F)F	10	20	0%	2%
CC(=O)Nc1ccc(S(=O)(=O)Oc2ccc(C(=S)N3CCC(O)CC3)cc2)cc1	·	23	-3%	·
CCc1nnc(NC(=O)CSc2nnc(-c3ccccc3OC)n2-c2ccc(C)cc2)s1	-2	-27	-13%	-18%
COCCNC(=O)c1c(CSc2ccc(F)cc2)noc1C(=O)NCc1ccccc1	3	46	-12%	5%
O=C(COC(=O)Cc1ccc(Br)cc1)NC12CC3CC(CC(C3)C1)C2	0	0	-4%	1%
O=C(CSc1nccc(=O)[nH]1)N1CCCc2ccccc21	-10[1.84 µM]	?	0%	3%[11.4 µM]
Cc1ccc(CSC2=NCCN2C(=O)c2ccco2)cc1	?	10	6%	·
O=C(COC(=O)c1cccc(S(=O)(=O)N2CCOCC2)c1)Nc1nc(-c2ccccc2Cl)cs1	3	6	0%	-7%
C=CCc1ccc(OCCOCCN(C)C)c(OC)c1	1	20	-7%	-3%
Cc1ccc(C)n1-c1ccccc1N	?	-16	0%	·
Cc1cc2ccccc2n2c(SCC(=O)NCc3cccs3)nnc12	0	?	3%	-4%
O=C(C[n+]1ccc2ccccc2c1)c1ccc2ccc3ccccc3c2c1	·	·	-1%[11.4 µM]	-2%[11.4 µM]
O=C(CSc1nnc(-c2ccncc2)n1Cc1ccco1)Nc1ccccc1Cl	-2	?	-1%	3%
O=[N+]([O-])c1ccc(N2CCN(S(=O)(=O)c3ccccc3)CC2)cc1NCCN1CCOCC1	4	17	-7%	-18%
N=C1N=C(N)c2cc3ccccc3cc21	·	·	0%	5%
CCOC(=O)N1CCN(C(=O)c2cn(-c3ccc(C)c(C)c3)c(=O)c3ccccc23)CC1	-9	-25	-3%	1%
NS(=O)(=O)c1cccc(NC(=O)CSc2ncc(C(F)(F)F)cc2Cl)c1	·	6	5%	·
Cc1ncc(C23CC4CC(CC(C4)C2)C3)[nH]1	0	?	-1%	10%
CC1(C)NC(=O)N(CCOc2cccc(Cl)c2Cl)C1=O	5	?	-7%	-15%
O=C(N/N=C/c1ccc(N2CCCCC2)o1)C(O)(c1ccccc1)c1ccccc1	·	?	-4%	·
O=C(NCc1ccco1)C(c1cccs1)N(Cc1ccccc1)C(=O)Cn1nnc2ccccc21 (stereo not given)	2	?	-7%	-6%
CCC(C)NS(=O)(=O)c1ccc(NS(C)(=O)=O)cc1 (stereo not given)	1	-21	-5%	4%
CCOC(=O)Cn1c(=O)oc2cc(S(=O)(=O)NCc3ccccn3)ccc21	-1	-4	-1%	9%
O=C1CSC(c2cccs2)N1c1ccccc1 (stereo not given)	3	9	1%	-6%
CCOCCCNc1nc(=S)[nH]c2cc(OC)c(OC)cc12	-15	-13	1%	-16%
Cc1cccc2cc3c(N)c(C#N)sc3nc12	0	?	-17%	-3%
Cc1ccc(S(=O)(=O)NC(CC(=O)O)c2ccccc2)c(C)c1 (stereo not given)	6	17	6%	20%
COc1ccc(C2N3CC4(C)CN2CC(C)(C3)C4)cc1OC (stereo not given)	2	-15	3%	8%
COc1ccc(CNc2nc(-c3cccnc3)nn2C(=O)c2cccs2)cc1	-5	-24	0%	·
Cc1nn(-c2ccccc2)c2c1C(c1ccco1)C(C#N)=C(N)O2 (stereo not given)	-1	9	-16%	-24%
CCN1CCN(Cc2c(O)ccc3c(=O)c(-c4ccccc4OC)coc23)CC1	-15	17	3%	3%
CCn1c(SCC(=O)Nc2sc3c(c2C#N)CCC(C(C)(C)C)C3)nnc1-c1ccco1 (stereo not given)	3	24	3%	-24%
COc1ccc(-c2nn(-c3ccccc3)cc2/C=C(/C#N)C(N)=O)cc1[N+](=O)[O-]	-6	-17	0%	·
O=C(O)c1ccccc1N/N=C\c1ccnc2ccccc12	6	78	2%	-20%
CCCCOC(=O)Cn1cnc2ccc(Br)cc2c1=O	3	11	-7%	-1%
N#C/C(=C(\O)C(=O)O)c1ccc(-c2cccc3ccccc23)cc1	·	·	4%[11.4 µM]	-8%[11.4 µM]
CN(C)S(=O)(=O)N1CCN(CC(O)COc2ccc3cc(Br)ccc3c2)CC1 (stereo not given)	4	?	-2%	45%[activator]
COc1ccc(CCn2c(C)cc(C(=O)CSc3nc(N)cc(=O)[nH]3)c2C)cc1	5	47	0%	-10%

Screening results from PubChem.

Some of the compounds tested (hit frequency here may not be typical).
